ERK EGF block = inhibitors of EGF-stimulated ERK signaling pathway; HEK293-V1b, EGF-stimulated phospho-ERK AlphaScreen; AID 1454; Potency, µM (titrated, usually from 11.5 µM), inactives show top-dose activity change, negative = inhibition, hits mostly inhibitors; 130,000 tested, 0.41% active; active = well fitted inhibition curve with a large enough effect; inconclusive = small, poorly fitted or top-dose-only effect, or effect the other way;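 note: plate controls were stimulated vehicle wells for no effect and unstimulated vehicle basal for full effect; nearly all actives have a fitted effect of over 55% in size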
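Cell line HEK293 (stable V1b), low serum overnight. Pretreatment: compound 30 min, 37C. EGF 25 nM, 5 min. Detection: SureFire AlphaScreen, 5 h RT. AC50 via standard Hill equation.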
The depositor's hits bear a star; ? = inconclusive; [ ] = dose if it differs, or a comment. Potency is the fitted concentration of half-maximal effect. These rows are one share of the data; the hit share may differ from the screen's.

compound	ERK EGF block
COc1ccc(-c2csc(/N=C/N(C)C)n2)cc1OC	-4%
CNC(=O)CSc1nnc(SCCC(=O)O)s1	-2%
O=C(Nc1ccc(Cl)c([N+](=O)[O-])c1)c1ccc2c(c1)OCCO2	?
CCCc1c(O)nc(SC2CC(=O)N(c3ccc(OC)cc3)C2=O)[nH]c1=O (stereo unspecified)	0%[57.5 µM]
OC(COC(c1ccccc1)c1ccccc1)CN1CCN(c2ccccn2)CC1 (stereo unspecified)	-1%
COc1ccc(S(=O)(=O)NCC2CCC(C(=O)NCc3cccnc3)CC2)cc1 (stereo unspecified)	-6%[57.5 µM]
O=C(COc1cccc(C(F)(F)F)c1)N1CCN(c2ccccc2O)CC1	12%
CC(C)c1ccc(-n2ccnc2SCC(=O)O)cc1	-2%
Fc1ccc(/C=C/c2nnc(-c3cccs3)o2)cc1	2%
COc1ccc(CC(=O)Nc2oc(-c3ccccc3)c(-c3ccccc3)c2C#N)cc1OC	0%
O=C(C[n+]1ccc2c(c1)nnn2-c1ccccc1)c1ccc(Cl)cc1	13%[57.5 µM]
COc1cc(NC(=O)N2CCNC2=O)cc(C(=O)Nc2cccc(C(F)(F)F)c2)c1	-8%[57.5 µM]
COc1c(/C=N/NC(=O)c2ccncc2)c(CCN(C)C(C)=O)cc2c1OCO2	10%[57.5 µM]
CC1(C)C2CCC13CS(=O)(=O)NC3C2 (stereo unspecified)	3%
COc1cccc(CNC(=O)c2c[nH]n3c(=O)c(Cl)c(C)nc23)c1	-3%
Cc1ccc(-n2c(O)c(/C=N/c3ncn[nH]3)c3ccccc3c2=O)cc1	-1%
Cc1cccc(C)c1NC(=S)N1CCC(c2ccccc2)C1 (stereo unspecified)	-10%
CC(=O)c1cccc(NC(=S)NC(=O)c2ccccc2Cl)c1	4%
COc1cccc(CNC(=O)c2nnn(CC(=O)Nc3ccc4c(c3)OCO4)c2N)c1	-9%
COCCSc1ccccc1C(=O)Nc1ccc2c(c1)OCO2	4%
COC(=O)c1sc(S(=O)(=O)N2CCN(CCO)CC2)c(C(=O)OC)c1C	-2%
CCOC(=O)CCC(=O)Nc1ccc([N+](=O)[O-])cc1C	3%
Cc1cc(C)cc(NC(=O)C2CCCN2C(=O)NC2CCCCC2)c1 (stereo unspecified)	4%
C/C(=N\Nc1cccc(C(=O)O)c1)c1cc2ccccc2o1	2%
Cc1onc(-c2c(Cl)cccc2Cl)c1C(=O)OCC(=O)c1ccccc1	0%[57.5 µM]

In the list so far, these have a furan ring, fused or not:
compound	ERK EGF block
COc1ccc(CC(=O)Nc2oc(-c3ccccc3)c(-c3ccccc3)c2C#N)cc1OC	0%
C/C(=N\Nc1cccc(C(=O)O)c1)c1cc2ccccc2o1	2%

Continuation:
compound	ERK EGF block
COC(=O)COc1ccc2c(=O)c(-c3ccccc3)coc2c1	12%[57.5 µM]
Cc1oc2ccccc2c1CC(=O)NCCCN(C)C	12%[57.5 µM]
CN(C)CC/C=C1/c2ccccc2COc2ccccc21	-5%
O=C(NCCC1=CCCCC1)C(=O)NCCc1ccc(Cl)cc1	-7%
CN(C)c1nc2c(Br)c(Br)c(Br)c(Br)c2[nH]1	27%
Cc1ccc(C2CCN(C(=S)NC3CCCCC3)C2)cc1 (stereo unspecified)	-1%[57.5 µM]
Cn1c(CCc2nc3ccccc3[nH]2)n[nH]c1=S	14%
Cc1cccc(N(Cc2cc3ccccc3[nH]c2=O)S(=O)(=O)c2ccccc2)c1	6%
O=C(NCC(c1cccs1)N1CCOCC1)c1ccccc1NS(=O)(=O)c1cccc([N+](=O)[O-])c1 (stereo unspecified)	-7%
Cc1ccc(/C=C/C(=O)NCC2COc3ccccc3O2)o1 (stereo unspecified)	-3%
Brc1ccc(C2Nc3cccc4cccc(c34)N2)s1	11%
Cc1ncoc1C(=O)N1CCCC(C(=O)c2ccc(Oc3ccccc3)cc2)C1 (stereo unspecified)	-13%[57.5 µM]
COc1ccccc1C1CC(c2ccc(Br)cc2)=NN1C(=O)c1cccnc1 (stereo unspecified)	21%
O=C(CN1CCOCC1)Nc1nc2ccc([N+](=O)[O-])cc2s1	-7%
COc1ccc(/C=N/NC(=O)c2ccccc2O)cc1Cn1nnc2ccccc21	-14%[57.5 µM]
O=C(C1CCOCC1)N1CCC(CO)(CCc2ccccc2)CC1	4%
O=C(CN1CCN(S(=O)(=O)c2ccc3ccccc3c2)CC1)Nc1ccc2c(c1)CCC2	2%
CC[C@@H]1OC(=O)[C@H](C)[C@H](O[C@@H]2C[C@](C)(OC)[C@H](O)[C@H](C)O2)[C@H](C)[C@H](O[C@@H]2O[C@@H](C)C[C@@H](N(C)C)[C@@H]2O)[C@](C)(O)C[C@H](C)C(=NOCOCCOC)[C@H](C)[C@H](O)[C@]1(C)O	1%[25.7 µM]
Cc1ccc(C)c(SCC(=O)OCC(=O)Nc2ncc(C(F)(F)F)cc2Cl)c1	-3%
Cc1ccc2nc(-c3ccccc3)c(CN3CCOCC3)n2c1	5%
O=C(Nc1ccc(OC(F)F)cc1)c1ncc(Cl)c(Cl)c1Cl	-3%
COc1ccc(OC)c(-c2cc(C3CCN(C(=O)OC(C)(C)C)CC3)[nH]n2)c1	-2%
N#CC1=C(N)N2C(=C(C#N)C13CCCC3)Nc1ccccc12	2%
O=C(NC(=S)Nc1ccc(Cl)cn1)C12CC3CC(CC(C3)C1)C2	-5%
O=C(N/N=C/c1c[nH]c2ccccc12)c1[nH]c2ccc(Br)cc2c1-c1ccccc1	1%
CC(C)(Oc1ccc(Cl)cc1)C(=O)NC1CCSC1=O (stereo unspecified)	8%
CCOC(=O)COc1nc(-c2ccc(C)cc2)cc(-c2ccco2)c1C#N	-16%[57.5 µM]
CC(=O)c1c(C)[nH]c(C(=O)OCc2ccccc2)c1C	?
CCn1c(CNc2ccc(OC)cc2)nnc1SCC(=O)Nc1ccc(F)cc1	-3%
Cc1ccc(SCC(=O)NC(=O)NCc2ccccc2)c(C)c1	-11%
COc1ccc(C(=O)COC(=O)c2ccc(N(C)C)cc2)cc1	-7%
CCOC(=O)CC(=O)N/N=C/c1c(N)n(C)c(=O)n(C)c1=O	-4%
O=C(CSC(=S)N1CCCC1)c1cc(Br)cc(Br)c1O	-4%
O=C(Nc1cccc(F)c1)N1CCC2(CC1)CCN(C(=O)c1cccc(F)c1)CC2	6%
COC(=O)N/N=C/c1cccc(OCCSc2ccc(Cl)cc2)c1	?
O=c1[nH]c2cccnc2c2ccsc12	-1%
CC(=O)Nc1ccc(-c2csc(NC(=O)Nc3ccccc3)n2)cc1	25µM*
CCCN(CC(=O)Nc1ccccc1C)C(=O)c1cc(=O)[nH]c2ccccc12	1%
COc1cc2c(cc1OC)CN(C(=O)CCN1C(=O)C3CCCCC3C1=O)CC2 (stereo unspecified)	2%
COc1ccc(C[C@H]2CN3C(=NC[C@@H]3Cc3ccccc3)N2CCNC(=O)c2ccc(C)c(Br)c2)cc1	-18%[57.5 µM]
O=C1C(C23CC4CC(CC(C4)C2)C3)C(=O)N(c2ccccc2)N1c1ccccc1	5%
CC1(C)Cc2c(sc(/N=C/N3CCCC3)c2C#N)C(C)(C)N1	5%
Cc1ccc(-n2nc(C)c(/C=N/n3c(C)n[nH]c3=S)c2Cl)cc1	33%
COc1ccc(NC(=O)C2CCCN(c3nc(C)cc(C)n3)C2)cc1 (stereo unspecified)	-12%
CN(C1CCS(=O)(=O)C1)S(=O)(=O)c1ccccc1[N+](=O)[O-] (stereo unspecified)	-2%
CCCCCCn1c(N2CCN(c3ccccc3)CC2)nc2c1c(=O)[nH]c(=O)n2C	5%
CCC(C)NS(=O)(=O)c1ccc(OCC(=O)NCc2ccccn2)cc1 (stereo unspecified)	0%
O=C(COc1ccc2ccccc2c1)NNC(=O)Cc1ccccc1	-1%
Fc1ccc(N/N=C/c2ccc(N3CCOCC3)cc2)c(F)c1	4%
CCOc1ccc(/C=N/NC(=O)CSc2ccccn2)cc1O	8%[57.5 µM]

(listing goes on)
compound	ERK EGF block
C/[N+]([O-])=C\C1C(=O)CCCC1=O	-6%
CN(c1ccccc1)S(=O)(=O)c1cccc(C(=O)OCC(=O)NCc2ccco2)c1	-1%
Cc1cc(C)n(C(=O)c2c([N+](=O)[O-])cnn2C)n1	0%
C[C@H](NC(=O)c1ccc(Cl)cc1)C(=O)NCCc1ccc(S(N)(=O)=O)cc1	2%
CCOc1ccc(NC(=S)NC(C)c2cccs2)cc1 (stereo unspecified)	-14%
Cc1cccn2c(=O)c3cc(C(=O)O)n(C)c3nc12	11%
COc1ccc(CNC(=O)N[C@H](C(=O)O)C(C)C)cc1OC	?
O=C(COC(=O)c1ccc([N+](=O)[O-])s1)Nc1ncc(C(F)(F)F)cc1Cl	-12%
Cc1ccc(C)n1-c1ccc(C(=O)Nc2ccccc2)cc1	3%
Cc1ccc(N2C(=O)c3ccccc3C2=O)cc1C	-2%[57.5 µM]
Brc1ccc(-c2noc(C3CCCCC3)n2)cc1	-1%
OC1(c2ccc(Cl)cc2)CN(c2ccccc2)C2=[N+]1CCS2 (stereo unspecified)	-2%
COc1ccc(-n2nc(C(=O)NCC(=O)NCc3ccccc3OC)c3ccccc3c2=O)c(OC)c1	-19%
CN1/C(=C\C(=O)c2ccccc2Cl)c2ccccc2CC1(C)C	6%
CSc1ccc(C2c3[nH]c4ccccc4c3CCN2C(=O)c2cc(C)n(C)n2)cc1 (stereo unspecified)	-11%
C=CCn1c(SCC(=O)NC23CC4CC(CC(C4)C2)C3)nc2cc(C(=O)O)ccc2c1=O	3%
Nc1cccc(CCc2nc3cc4ccccc4cc3[nH]2)c1	-29%
CC1=C(C(=O)OCC(Br)(Br)Br)C(c2ccc(Br)cc2)NC(=O)N1CCCC(=O)O (stereo unspecified)	1%
CC(=O)n1cc(N(C(=O)CCl)c2ccc(Cl)cc2)c2ccccc21	5%[57.5 µM]
CC(=O)Cc1nsc(Nc2ccc(F)cc2)n1	-4%
Cc1cc(C)n(CCCC(=O)O)n1	-23%
COc1ccc(NC(=S)N2CCN(CCN=CC3=C(O)CC(c4ccccc4)CC3=O)CC2)cc1 (stereo unspecified)	3%
Cn1nnc(NC(=O)c2cccc([N+](=O)[O-])c2)n1	-7%[57.5 µM]
CC(=O)Nc1ccc(NC(=O)CN(c2ccc(C(C)C)cc2)S(=O)(=O)c2ccccc2)cc1	-10%
O=c1cc(-c2ccccc2Cl)oc2c(NS(=O)(=O)c3ccccc3OC(F)(F)F)ccc(O)c12	-1%[57.5 µM]

Taken from above.
Cc1ccc(N2C(=O)c3ccccc3C2=O)cc1C | ERK EGF block = -2%[57.5 µM]
CC(=O)Nc1ccc(NC(=O)CN(c2ccc(C(C)C)cc2)S(=O)(=O)c2ccccc2)cc1 | ERK EGF block = -10%
Nc1cccc(CCc2nc3cc4ccccc4cc3[nH]2)c1 | ERK EGF block = -29%
CC(=O)n1cc(N(C(=O)CCl)c2ccc(Cl)cc2)c2ccccc21 | ERK EGF block = 5%[57.5 µM]

Returning to the listing, repeating the 2 entries before the break.
compound	ERK EGF block
CC(=O)Nc1ccc(NC(=O)CN(c2ccc(C(C)C)cc2)S(=O)(=O)c2ccccc2)cc1	-10%
O=c1cc(-c2ccccc2Cl)oc2c(NS(=O)(=O)c3ccccc3OC(F)(F)F)ccc(O)c12	-1%[57.5 µM]
COc1ccc(Cl)cc1N(C(C)C(=O)NC1CCCC1)S(C)(=O)=O (stereo unspecified)	0%
COC(=O)Cn1cc(/C=N/NC(=O)COc2cccc3cccnc23)c2ccccc21	4%
O=C(Nc1cccc([N+](=O)[O-])c1)c1ccn[nH]1	6%
O=C(Nc1nccs1)c1ccccc1[N+](=O)[O-]	3%
CCC(C)(C)n1nnnc1C(c1ccc2ncccc2c1)N1CCCCCC1 (stereo unspecified)	7%
CC12C(=O)N(c3ccc(C(=O)N4CCOCC4)cc3)C(=O)C1C1c3ccccc3C2c2ccccc21 (stereo unspecified)	-3%
O=C1C2C(c3ccccc3)(C(=O)N1c1ccc(Cl)cc1)C2(c1ccccc1)c1ccccc1 (stereo unspecified)	0%
CCC(=O)N1CCc2cc(S(=O)(=O)NC(C(=O)NC3CCCc4ccccc43)C(C)C)ccc21 (stereo unspecified)	2%
COc1ccccc1NC(=O)COn1nnc2ccc(S(=O)(=O)N3CCOCC3)cc21	5%
CC(C)=CCC/C(C)=C/CC/C(C)=C/CSCC(=O)O	15%
OCCNCc1ccc(-c2ccccc2)cc1	-6%
O=C(Nc1cccnc1)c1cc(-c2ccc(F)cc2)on1	-3%
CCOc1ccc(-n2c(=O)c3sccc3n(Cc3cccc([N+](=O)[O-])c3)c2=O)cc1	-11%
Cn1ncc(Cl)c1C(=O)N1CCN(c2ncccn2)CC1	-15%
COc1ccc(Nc2nc(N)nc(CN3CCC(C)CC3)n2)cc1	8%
O=C(NCc1ccccn1)c1cc(-c2ccccc2Cl)nc2ccccc12	9%
COc1ccc(-c2cc([C@H]3[C@@H]4C=CCC[C@@]4(C)C(=O)N3Cc3ccccc3)ccc2F)cc1	-15%[57.5 µM]
c1ccc(-c2nc3ccccc3c3nc4ccccc4n23)cc1	-3%
O=C(COC(=O)Cc1cccc2ccccc12)Nc1ccccc1-c1ccccc1	11%
CCOC(=O)/C(=C/Nc1ccc(F)c(F)c1)[N+](=O)[O-]	-2%[57.5 µM]

Reformatted: results already given.
> Fc1ccc(N/N=C/c2ccc(N3CCOCC3)cc2)c(F)c1
  ERK EGF block: 4%
> CCOc1ccc(/C=N/NC(=O)CSc2ccccn2)cc1O
  ERK EGF block: 8%[57.5 µM]

High-throughput results (PubChem BioAssay)
